Source: PubChem BioAssay
hIAP act: increases human intestinal alkaline phosphatase activity; 330,000 tested, 0.16% active; activation factor at 10 µM; purified human IAP, CDP-Star luminescence, 30 min; active compounds read high; 1 = vehicle-only enzyme, 0 = enzyme-free background; P09923; AID 2524;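 active = activation factor of the enzyme at least 2-fold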; also: the source names both 10 and 20 µM as test concentration; values of inactives mirror those of a sister screen read the other way
Target sequence (P09923 whole entry, looked up): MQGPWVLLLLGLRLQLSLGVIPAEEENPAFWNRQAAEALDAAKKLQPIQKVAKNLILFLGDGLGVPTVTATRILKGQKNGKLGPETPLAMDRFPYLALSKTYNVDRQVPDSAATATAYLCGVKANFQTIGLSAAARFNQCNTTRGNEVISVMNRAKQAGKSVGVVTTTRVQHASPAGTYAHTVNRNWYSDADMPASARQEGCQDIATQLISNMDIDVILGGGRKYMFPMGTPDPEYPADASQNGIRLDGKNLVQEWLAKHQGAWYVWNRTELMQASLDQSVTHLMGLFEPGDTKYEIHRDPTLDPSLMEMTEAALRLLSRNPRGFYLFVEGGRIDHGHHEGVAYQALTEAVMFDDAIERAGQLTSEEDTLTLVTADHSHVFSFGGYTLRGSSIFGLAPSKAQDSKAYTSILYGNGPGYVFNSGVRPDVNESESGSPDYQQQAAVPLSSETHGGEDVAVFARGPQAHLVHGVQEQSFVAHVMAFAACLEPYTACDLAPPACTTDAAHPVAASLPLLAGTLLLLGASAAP
SENP1 inh: inhibitors of human SENP1 SUMO protease catalytic domain | Q9P0U3 | recombinant SENP1 catalytic domain, CyPet-SUMO1-YPet FRET cleavage | inhibition, % at 10 µM | 360,000 tested, 0.21% active | AID 624204;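 active = inhibition at least 30% at 10 µM, raw YFP signal under a set limit, fluorescence ratio 0.5 to 1.5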;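 also: 0% = enzyme with DMSO and 100% = no enzyme wells; some results filed as inactive read as strong as hits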
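material = recombinant human SENP1 catalytic domain, His6-tagged | quantity = 20 pM enzyme | reagent = 25 nM SUMO1 FRET substrate | compound dosing = 10 µM single point, 0.5% DMSO | timing = 50 min enzyme reaction, room temperature, light-protected | detection = FRET, CFP and YFP emission | control set = no-enzyme low, enzyme-DMSO high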
PfG6PD inh: PfG6PD (Plasmodium falciparum) enzyme inhibition. PfGluPho enzyme, NADPH resazurin-diaphorase fluorescence. inhibition, % at 20 µM. 350,000 tested, 0.78% active;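 active = inhibition reaching at least a set limit at 20 µM in the primary screen, cut at about 59% in these data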;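 also: 0% = DMSO wells with substrate and 100% = DMSO wells lacking glucose-6-phosphate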
SENP6 block: SENP6 protease inhibition; Q9GZR1; Recombinant SENP6 catalytic domain, aminoluciferin luminescence; inhibition, % at 10 µM; 330,000 tested, 1.8% active;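 active = inhibition above about 50% at the single tested dose, limit read from the data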;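 also: plate controls were DMSO wells with enzyme for no effect and DMSO wells lacking enzyme for full effect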
Target sequence (Q9GZR1 628-1112 limits assumed): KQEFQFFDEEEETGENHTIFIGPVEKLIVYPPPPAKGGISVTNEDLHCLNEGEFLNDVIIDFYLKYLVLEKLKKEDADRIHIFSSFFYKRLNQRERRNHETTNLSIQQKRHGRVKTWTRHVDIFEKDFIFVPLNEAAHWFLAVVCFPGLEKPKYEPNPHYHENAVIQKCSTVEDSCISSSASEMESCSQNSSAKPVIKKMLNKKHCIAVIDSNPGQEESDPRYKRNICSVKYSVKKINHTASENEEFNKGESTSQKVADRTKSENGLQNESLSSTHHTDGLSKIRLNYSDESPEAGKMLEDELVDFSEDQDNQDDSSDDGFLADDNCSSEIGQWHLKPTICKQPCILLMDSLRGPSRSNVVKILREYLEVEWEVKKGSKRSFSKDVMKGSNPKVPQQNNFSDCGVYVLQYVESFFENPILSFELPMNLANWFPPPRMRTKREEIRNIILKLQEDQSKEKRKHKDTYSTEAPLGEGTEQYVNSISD
ATG4B inhibitor: blocks human ATG4B protease cleavage of LC3 substrate | Q9Y4P1 | ATG4B cleavage of LC3-PLA2, NBD-HPC fluorescence, 1 h | inhibition, % at 8.33 µM | 340,000 tested, 0.51% active; in the data active = inhibition above about 40%
MPTP inh: permeability transition pore inhibition. isolated mouse mitochondria, Ca2+ swelling absorbance, 30 min. inhibition, % at 10 µM. 360,000 tested, 1.4% active. AID 602449;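 active = inhibition of 50% or more, scaled per plate between neutral and stimulator controls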;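 also: 0% = DMSO wells given calcium and 100% = 1 mM EGTA wells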
NR3A LBD binder: modulators (binders) of human NR3A ligand-binding domain. 340,000 tested, 2.5% active. NR3A LBD differential scanning fluorimetry, Tm shift; 0% = protein alone, 100% = glycine-bound protein. Tm shift relative to glycine control, % at 25 µM. AID 1259313;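 active = melting temperature shift of at least 10% of the positive control shift, at one fixed dose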
SENP8 inh: inhibitors of human SENP8 protease; AID 602440; inhibition, % at 20 µM; 360,000 tested, 0.64% active; recombinant SENP8, Nedd8 substrate fluorescence; in the data active = inhibition mostly above about 40%, no sharp cut-off; inactive = mostly below about 27%
* = called active by the depositor.

Screening Cc1oc(-c2cccs2)nc1CNC[C@H]1O[C@@H](n2cnc3c(N)ncnc32)[C@H](O)[C@@H]1O returned hIAP act 0.82, SENP1 inh -1, PfG6PD inh 11, SENP6 block 22, MPTP inh -0.2, NR3A LBD binder -1 and SENP8 inh -22.
Screening O=[N+]([O-])c1ccc(/C=N/n2c(CO)nc3ccccc32)s1 returned hIAP act 1.1, SENP1 inh 58, PfG6PD inh 11, SENP6 block 27, ATG4B inhibitor 8, MPTP inh 1.2, NR3A LBD binder 1 and SENP8 inh 53*.
For O=C1CC(c2ccc(Cl)c([N+](=O)[O-])c2)c2ccc3ccccc3c2N1 (configuration not stated) the results were hIAP act 1, SENP1 inh 2, PfG6PD inh 24, SENP6 block -11, ATG4B inhibitor 13, MPTP inh -0.6, NR3A LBD binder -11 and SENP8 inh 15.
Screening CCCN(CC(=O)Nc1ccccc1C)C(=O)c1ccc(N2CCCC2)c([N+](=O)[O-])c1 returned hIAP act 0.85, SENP1 inh 5, PfG6PD inh 1, SENP6 block -7, ATG4B inhibitor 0, MPTP inh 1.8, NR3A LBD binder -1 and SENP8 inh -2.
Screening CC1(C)CC(=O)c2cc(C(=O)NCc3ccco3)c(=O)n(-c3ccccc3)c2C1 returned hIAP act 1.1, SENP1 inh -1, PfG6PD inh -4, SENP6 block -1, ATG4B inhibitor -3, MPTP inh -0.3, NR3A LBD binder 0 and SENP8 inh 4.
`COc1ccccc1N1CCN(C(=O)c2c(C)noc2C)CC1` gave hIAP act 0.9, SENP1 inh -2, PfG6PD inh -1, SENP6 block 1, ATG4B inhibitor -7, MPTP inh 3.0, NR3A LBD binder 0 and SENP8 inh 4.
`CNC(=S)N1N=C(c2ccc(C)cc2)CC1c1ccc(Cl)cc1` (configuration not stated) gave hIAP act 1, SENP1 inh 0, PfG6PD inh 4, SENP6 block 4, ATG4B inhibitor 7, MPTP inh 5.2, NR3A LBD binder 0 and SENP8 inh 13.
For O=c1c2ccc([N+](=O)[O-])cc2ncn1Cc1ccccc1C(F)(F)F the results were hIAP act 0.96, SENP1 inh -27, PfG6PD inh 11, SENP6 block -3, ATG4B inhibitor 3, MPTP inh 0.4, NR3A LBD binder 2 and SENP8 inh -53.
Screening COc1ccc(S(=O)(=O)Nc2ccccc2C(F)(F)F)cc1 returned hIAP act 0.86, SENP1 inh -1, PfG6PD inh -22, SENP6 block -9, ATG4B inhibitor -1, MPTP inh -1.6, NR3A LBD binder 0 and SENP8 inh 9.
Cc1cc(Br)ccc1NC(=O)CN(C)C(=O)c1ccc(-n2cncn2)c([N+](=O)[O-])c1 was read as hIAP act 1.2, SENP1 inh -1, PfG6PD inh -26, SENP6 block 0, ATG4B inhibitor 8, MPTP inh -0.7, NR3A LBD binder 1 and SENP8 inh 12.

5 compounds out of the list, arranged by heavy-atom count, low to high:
Screening O=[N+]([O-])c1ccc(/C=N/n2c(CO)nc3ccccc32)s1 returned hIAP act 1.1, SENP1 inh 58, PfG6PD inh 11, SENP6 block 27, ATG4B inhibitor 8, MPTP inh 1.2, NR3A LBD binder 1 and SENP8 inh 53*.
Screening COc1ccc(S(=O)(=O)Nc2ccccc2C(F)(F)F)cc1 returned hIAP act 0.86, SENP1 inh -1, PfG6PD inh -22, SENP6 block -9, ATG4B inhibitor -1, MPTP inh -1.6, NR3A LBD binder 0 and SENP8 inh 9.
`CNC(=S)N1N=C(c2ccc(C)cc2)CC1c1ccc(Cl)cc1` (configuration not stated) gave hIAP act 1, SENP1 inh 0, PfG6PD inh 4, SENP6 block 4, ATG4B inhibitor 7, MPTP inh 5.2, NR3A LBD binder 0 and SENP8 inh 13.
Screening CC1(C)CC(=O)c2cc(C(=O)NCc3ccco3)c(=O)n(-c3ccccc3)c2C1 returned hIAP act 1.1, SENP1 inh -1, PfG6PD inh -4, SENP6 block -1, ATG4B inhibitor -3, MPTP inh -0.3, NR3A LBD binder 0 and SENP8 inh 4.
Screening Cc1oc(-c2cccs2)nc1CNC[C@H]1O[C@@H](n2cnc3c(N)ncnc32)[C@H](O)[C@@H]1O returned hIAP act 0.82, SENP1 inh -1, PfG6PD inh 11, SENP6 block 22, MPTP inh -0.2, NR3A LBD binder -1 and SENP8 inh -22.

Other records.
For CCN(CC)CCOC(=O)c1ccc(NC(=O)CCNC(=O)Cn2ccc3ccccc3c2=O)cc1 the results were hIAP act 0.87, SENP1 inh 3, PfG6PD inh -15, SENP6 block -5, ATG4B inhibitor 7, MPTP inh -0.9, NR3A LBD binder -3 and SENP8 inh 1.
For O=C(CCc1nc2ccccc2c(=O)[nH]1)OCc1ccccc1F the results were hIAP act 0.96, SENP1 inh 0, PfG6PD inh 8, SENP6 block -5, ATG4B inhibitor 1, MPTP inh 2.4, NR3A LBD binder -8 and SENP8 inh 7.
`CCOc1ccc(C2=CSC3=NCCN23)cc1[N+](=O)[O-]` gave hIAP act 1.1, SENP1 inh 1, PfG6PD inh 36, SENP6 block 2, ATG4B inhibitor 3, MPTP inh 1.0, NR3A LBD binder 0 and SENP8 inh 14.
`CC(C)NC(=O)C(=O)NC1CCCCCC1` gave hIAP act 0.91, SENP1 inh 2, PfG6PD inh -6, SENP6 block 5, ATG4B inhibitor 0, MPTP inh 0.2, NR3A LBD binder 1 and SENP8 inh 6.
`CNc1nc(C)nc(N/N=C/c2ccccc2)n1` gave hIAP act 1, SENP1 inh -3, PfG6PD inh 2, SENP6 block -17, ATG4B inhibitor -6, MPTP inh 0.4, NR3A LBD binder -3 and SENP8 inh -4.
O=S(=O)(NC1CC2CCC1C2)c1ccc(Cl)cc1 (configuration not stated) was read as hIAP act 0.94, SENP1 inh 1, PfG6PD inh 5, SENP6 block -2, ATG4B inhibitor -1, MPTP inh 0.5, NR3A LBD binder 2 and SENP8 inh 15.
For CCOc1ccc(N2C=Nc3ccc(OCC)cc3C2)cc1 the results were hIAP act 1.1, SENP1 inh 1, PfG6PD inh -2, SENP6 block 1, ATG4B inhibitor 3, MPTP inh -0.3, NR3A LBD binder 1 and SENP8 inh -9.
Screening COC(=O)CCC(=O)NNC(=O)c1cccc(Cl)c1 returned hIAP act 0.99, SENP1 inh 0, PfG6PD inh -2, SENP6 block 14, ATG4B inhibitor 7, MPTP inh -0.2, NR3A LBD binder -1 and SENP8 inh 11.
`COc1nc(Nc2ccc([N+](=O)[O-])cc2)nc(NC(C)C)n1` gave hIAP act 0.82, SENP1 inh 1, PfG6PD inh 12, SENP6 block 1, ATG4B inhibitor 2, MPTP inh 1.1, NR3A LBD binder 3 and SENP8 inh 9.
`COc1ccc(-n2nc(C)c3sc(C)nc3c2=O)cc1` gave hIAP act 0.9, SENP1 inh 0, PfG6PD inh 1, SENP6 block -16, ATG4B inhibitor -5, MPTP inh 0.1, NR3A LBD binder 1 and SENP8 inh -4.
For CCN1C(=O)c2cccc3c(S(=O)(=O)Nc4ccc(O)c(C(=O)O)c4)ccc1c23 the results were hIAP act 0.93, SENP1 inh 0, PfG6PD inh -34, SENP6 block -2, ATG4B inhibitor -7, MPTP inh -1.3, NR3A LBD binder -1 and SENP8 inh 8.
For CCC(C)N(C(=O)CSc1nc(-c2cccs2)nc2ccccc12)C1CCS(=O)(=O)C1 (configuration not stated) the results were SENP1 inh -13, PfG6PD inh -16, ATG4B inhibitor -20, MPTP inh -0.5, NR3A LBD binder -1 and SENP8 inh -216.
For CC(C)(C)C(=O)O/N=C1\CCS(=O)(=O)c2sccc21 the results were hIAP act 0.83, SENP1 inh 1, PfG6PD inh -14, SENP6 block -14, ATG4B inhibitor 8, MPTP inh 0.1, NR3A LBD binder 1 and SENP8 inh 9.
Screening CCOC(=O)C1CCN(Cc2c(F)cccc2Cl)CC1 returned hIAP act 0.99, SENP1 inh -1, PfG6PD inh 8, SENP6 block -4, ATG4B inhibitor -3, MPTP inh -2.6, NR3A LBD binder 0 and SENP8 inh 14.
Screening O=C(c1ccccc1)N1CCN(Cc2ccc3c(c2)OCO3)CC1 returned hIAP act 1.1, SENP1 inh 1, PfG6PD inh -2, SENP6 block -20, ATG4B inhibitor -7, MPTP inh 0.3, NR3A LBD binder 1 and SENP8 inh 22.
Screening C=C(Cl)COc1cc(C)cc2oc(=O)cc(CC)c12 returned hIAP act 0.94, SENP1 inh 1, PfG6PD inh -18, SENP6 block -8, ATG4B inhibitor 0, MPTP inh 3.9, NR3A LBD binder 1 and SENP8 inh -147.
CCCN1CCC(=NNc2ccc(S(=O)(=O)N3CCOCC3)cc2[N+](=O)[O-])CC1 was read as hIAP act 0.88, SENP1 inh 5, PfG6PD inh -4, SENP6 block -3, ATG4B inhibitor 9, MPTP inh 0.6, NR3A LBD binder -1 and SENP8 inh 29.
For CNC(=S)N(CCc1c(C)[nH]c2ccc(C)cc12)Cc1ccco1 the results were hIAP act 0.86, SENP1 inh -44, PfG6PD inh 32, SENP6 block -15, ATG4B inhibitor -8, MPTP inh -1.0, NR3A LBD binder -7 and SENP8 inh -47.
For Cc1ccc2oc(C(=O)NCc3ncc(C)[nH]3)c(C)c2c1 the results were hIAP act 1.4, SENP1 inh 1, PfG6PD inh 2, SENP6 block -11, ATG4B inhibitor -4, MPTP inh 0.6, NR3A LBD binder -1 and SENP8 inh 7.
CC(OC(=O)/C=C/c1ccc2ccccc2n1)C(=O)N(C)c1ccccc1 (configuration not stated) was read as hIAP act 1, SENP1 inh 0, PfG6PD inh 13, SENP6 block 2, ATG4B inhibitor -5, MPTP inh -1.1, NR3A LBD binder 0 and SENP8 inh -4.
For COc1ccc(C2=NN(C(=O)CCC(=O)O)C(c3ccc(F)cc3)C2)cc1 (configuration not stated) the results were hIAP act 1.2, SENP1 inh 2, PfG6PD inh -8, SENP6 block -12, ATG4B inhibitor 7, MPTP inh -0.6, NR3A LBD binder -1 and SENP8 inh -41.
`Cc1cc(C)nc(NS(=O)(=O)c2cccs2)c1` gave hIAP act 1, SENP1 inh -1, PfG6PD inh -1, SENP6 block -3, ATG4B inhibitor -6, MPTP inh -0.1, NR3A LBD binder 3 and SENP8 inh -85.
For O=C(CN(C(=O)CCC(=O)Nc1nccs1)c1cccc(F)c1)NCc1ccc(F)cc1 the results were hIAP act 1, SENP1 inh 1, PfG6PD inh 4, SENP6 block 7, ATG4B inhibitor -4, MPTP inh 0.5, NR3A LBD binder -2 and SENP8 inh 15.
CC(C)C[C@H](NC(=O)c1nc[nH]c1C(=O)NCCCCCNC(=O)OC(C)(C)C)C(=O)OCc1ccccc1 was read as hIAP act 1.3, SENP1 inh 3, PfG6PD inh 29, SENP6 block 0, ATG4B inhibitor -1, MPTP inh 0.4, NR3A LBD binder -14 and SENP8 inh 9.
For O=C(c1cnn2c1NC(c1ccc(Br)cc1)CC2C(F)(F)F)N1CCN2CCCC2C1 (configuration not stated) the results were hIAP act 0.88, SENP1 inh 2, PfG6PD inh 3, SENP6 block -3, ATG4B inhibitor -13, MPTP inh -0.9, NR3A LBD binder -15 and SENP8 inh 20.
`CCN(c1ccccc1)S(=O)(=O)c1ccc(F)c(C(=O)O)c1` gave hIAP act 0.91, SENP1 inh 0, PfG6PD inh -14, SENP6 block 1, ATG4B inhibitor 5, MPTP inh -0.8, NR3A LBD binder -2 and SENP8 inh 4.
`O=c1c2ccccc2nc2c3ccccc3ncn12` gave hIAP act 0.94, SENP1 inh -98, PfG6PD inh 2, SENP6 block -1, ATG4B inhibitor -7, MPTP inh -1.5, NR3A LBD binder -10 and SENP8 inh -267.
Screening CCOc1cc(S(=O)(=O)NCc2cccnc2)c(C)cc1C returned hIAP act 0.92, SENP1 inh -1, PfG6PD inh -8, SENP6 block -39, ATG4B inhibitor -4, MPTP inh -0.6, NR3A LBD binder -2 and SENP8 inh -2.
O=C(Nc1ccc2[nH]c3c(c2c1)CCCC3)c1ccco1 was read as hIAP act 0.9, SENP1 inh 23, PfG6PD inh 17, SENP6 block 8, ATG4B inhibitor -6, MPTP inh 1.4, NR3A LBD binder -2 and SENP8 inh -102.

The order is random; 6.7% or so of the library scored in one or more.
